TSG101-PTAP inh: qHTS Validation Assay for Inhibitors of HIV-1 Budding by Blocking the Interaction of PTAP/TSG101: Sytravon Library Screen | Potency, µM (series often up to 115 µM), inactives show at the highest dose activity change, negative = inhibition, actives largely listed as inhibitors | Fluorescence polarization, FITC-PTAP peptide/Tsg101, 20 min | Tumor susceptibility gene 101 protein (Homo sapiens), Q99816 | 44,000 tested, under 10 active | AID 1347069, 2019; note: potency is the fitted concentration of half-maximal effect; 0% is about no effect
Target sequence (Q99816 whole entry, looked up): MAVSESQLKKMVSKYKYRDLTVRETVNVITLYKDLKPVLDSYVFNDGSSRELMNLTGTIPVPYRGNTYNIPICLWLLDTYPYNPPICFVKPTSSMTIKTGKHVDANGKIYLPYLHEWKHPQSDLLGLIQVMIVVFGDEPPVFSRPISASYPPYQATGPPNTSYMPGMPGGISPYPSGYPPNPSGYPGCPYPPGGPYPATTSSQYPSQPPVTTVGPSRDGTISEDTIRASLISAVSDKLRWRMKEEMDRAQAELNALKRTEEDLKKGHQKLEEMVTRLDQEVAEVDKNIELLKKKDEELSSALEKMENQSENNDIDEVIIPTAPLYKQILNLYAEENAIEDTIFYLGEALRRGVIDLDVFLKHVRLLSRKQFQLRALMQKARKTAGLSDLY
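FITC-labeled PTAP peptide (50 nM final) binding to Tsg101 binding domain (10 uM final) read by fluorescence polarization after 20 min at r.t. in HEPES pH 7.5 buffer. Actives by CRC class, <25 µM.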
FH mod: Identification of activators of human fumarate hydratase by quantitative high-throughput screening; AID 1347055, 2019; FH coupled MDH/diaphorase resazurin fluorescence, 15 min; 54,000 compounds, 0.22% hits; Potency, µM (doses to about 79.9 µM), inactives show at the highest dose activity change, negative = inhibition, actives largely listed as inhibitors; note: potency is the fitted concentration of half-maximal effect; % is set by controls: 0 for no effect and ±100 for the full control effect; the screen sought activators but most active calls are inhibition curves; nearly all actives have a fitted effect of over 45% in size
GALK inhibitor: qHTS Assay for Inhibitors of Human Galactokinase (GALK): NCGC Sytravon Library Screen; recombinant GALK, Kinase-Glo ATP luminescence, 1 h; AID 1347072, 2019; 44,000 tested, under 10 active; P51570; Potency, µM (titrated, usually from 57.5 µM), for the others: top-dose activity, negative = inhibition, actives largely listed as inhibitors;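 note: plate controls were full GALK reaction for no effect and reaction lacking GALK for full effect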
Target sequence (P51570 whole entry, looked up): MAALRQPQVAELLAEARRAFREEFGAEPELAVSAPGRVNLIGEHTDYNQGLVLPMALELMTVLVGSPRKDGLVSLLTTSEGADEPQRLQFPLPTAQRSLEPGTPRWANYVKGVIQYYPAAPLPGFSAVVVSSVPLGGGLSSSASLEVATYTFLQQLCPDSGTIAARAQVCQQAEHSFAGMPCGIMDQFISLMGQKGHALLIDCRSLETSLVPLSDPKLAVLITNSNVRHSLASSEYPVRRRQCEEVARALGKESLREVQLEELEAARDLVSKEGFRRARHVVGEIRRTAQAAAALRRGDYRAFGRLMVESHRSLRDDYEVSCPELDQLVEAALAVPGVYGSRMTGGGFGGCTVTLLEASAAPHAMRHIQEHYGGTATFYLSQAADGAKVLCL
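5 nM GALK; 35 uM ATP; 100 uM D-galactose; 20 mM HEPES pH 8.0, 5 mM MgCl2, 60 mM NaCl, 1 mM DTT, 0.01% BSA; 1 h RT; Kinase-Glo Plus luminescence.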
p53null 39C tox: qHTS Screen for Compounds that Selectively Target Cancer Cells with p53 Mutations: Cytotoxicity of p53 Null Cells at the Nonpermissive Temperature; H1299 p53-null (neo) cells, 39C, ATPlite viability, 24 h; Potency, µM (doses to about 46.1 µM), without a hit: at the top dose activity, negative = cell killing, hits mostly cytotoxic; 55,000 compounds, 0.97% hits;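 note: potency is the fitted concentration of half-maximal effect; 0% = DMSO only and -100% = full killing by 100 µM tamoxifen; nearly all actives have a fitted effect of over 50% in size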
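ATP-luminescence viability readout (ATPlite, 20 min RT) after 24 hr compound treatment at 39C of H1299-neo or H1299-p53A138V cells; titration up to 46 uM; normalized to DMSO and 100 uM tamoxifen; Hill-fit AC50.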
B2AR arrestin ag: qHTS assay of beta-arrestin-biased ligands of beta2-adrenergic receptor: NCGC Sytravon Library Screen; Beta-2 adrenergic receptor (Homo sapiens), P07550; HTLA Tango cells, beta-arrestin recruitment, luciferase luminescence, 18 h; Potency, µM (doses to about 46.1 µM), for inactives: top-dose activation, usual class: activators; 44,000 tested, under 10 active; AID 1347077, 2019;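 note: potency is the fitted concentration of half-maximal effect; 0% = DMSO and full agonism = EC100 isoproterenol or metaproterenol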
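First, Tango cells carrying beta2-AR and beta-arrestin fusions received compound up to 46 microM. After 18 hr at 37 degrees C, luciferase substrate was added for 15 minutes, then luminescence gave %Activity for curve fitting.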
p53null 32C tox: qHTS Screen for Compounds that Selectively Target Cancer Cells with p53 Mutations: Cytotoxicity of p53 Null Cells at the Permissive Temperature; H1299-neo p53 null cells, ATP luminescence, 24 h, 32C; Potency, µM (titrated, usually from 46.1 µM), without a hit: at the highest dose activity change, negative = cytotoxicity, hits mostly cytotoxic; 55,000 compounds, 0.62% hits; AID 903, 2007;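 note: potency is the fitted concentration of half-maximal effect; 0% = DMSO only and -100% = full killing by 100 µM tamoxifen; nearly all actives have a fitted effect of over 55% in size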
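ATP-content luminescence in p53-null H1299-neo cells after 24 h compound exposure (up to 46 uM) at 32C permissive temperature; 0% and 100% killing set by DMSO and 100 uM tamoxifen; Hill-equation AC50.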
NTMT1 inhibitor: Primary qHTS for Inhibitors of N-terminal methyltransferase 1 (NTMT1): MTaseGlo Assay. N-terminal Xaa-Pro-Lys N-methyltransferase 1 (Homo sapiens), Q9BV86. NTMT1 MTase-Glo SAH luminescence, purified enzyme. Potency, µM (highest dose often 114 µM), without a hit: top-dose activity change, negative = inhibition, hits mostly inhibitors. 59,000 compounds, 2.5% hits;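 note: potency is the fitted concentration of half-maximal effect; plate controls were DMSO vehicle for no effect and no enzyme for full effect; nearly all actives have a fitted effect of over 65% in size; many of its hits are not listed in these tables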
Target sequence (Q9BV86 whole entry, looked up): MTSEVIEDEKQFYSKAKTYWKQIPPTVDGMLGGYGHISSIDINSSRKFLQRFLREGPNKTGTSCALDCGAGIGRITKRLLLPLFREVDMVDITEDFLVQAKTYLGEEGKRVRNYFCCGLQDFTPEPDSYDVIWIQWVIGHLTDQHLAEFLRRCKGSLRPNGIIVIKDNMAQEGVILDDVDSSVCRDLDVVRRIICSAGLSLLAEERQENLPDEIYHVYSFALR
* = called active by the depositor; ? = inconclusive; / = no result given; [ ] = remark or other dose. Calls come from the whole dose curve; as a rule, active = well fitted curve in the direction sought with a large enough effect; inconclusive = small, poorly fitted or top-dose-only effect, or another doubt; inactive = no such curve, though single readings can be large; an effect the other way counts as inactive or inconclusive. A portion of the library. The share of hits here may be higher or lower than overall.

SMILES	TSG101-PTAP inh	FH mod	GALK inhibitor	p53null 39C tox	B2AR arrestin ag	p53null 32C tox	NTMT1 inhibitor
COc1ccc(NC(=O)CSc2nc3ccccc3n2CC(=O)N(C)C2CCCCC2)cc1	2%	-20%	-2%	-2%	0%	-7%	12%
O=C1C(=O)N(C2CCN(S(=O)(=O)c3ccc(F)cc3)CC2)CCN1Cc1ccccc1	-2%	/	-1%	3%	-1%	-3%	/
CCCNC(=O)c1c(NC(=O)c2ccc(C)cc2)sc2c1CCCCC2	0%	-5%	?	-2%	-2%	-4%	6%
O=S(=O)(NCCc1csc(-c2cccc(F)c2)n1)c1cc(F)ccc1F	-7%	-20%	0%	12%	-1%	4%	11%
Cc1ccc(NC(=O)NCc2cccn2Cc2ccccc2)cc1F	-3%	1%	0%	7%	-1%	4%	2%
COc1ccc(-c2noc(N3CCC(C(=O)Nc4ccc(OC)c(OC)c4)CC3)n2)cc1	0%	-6%	3%	10%	-1%	3%	-3%
Cc1ccc(C)c(-c2nnc(NC(=O)c3ccc4c(c3)OCCO4)o2)c1	0%	20%	3%	7.9µM*	0%	-12%	-5%
CCC1CN(C(=O)N2CCC(C(=O)O)CC2)c2cc(C)ccc2O1 (configuration not stated)	-11%	7%	7%	-17%	-3%	5%	0%
CCCCOC(=O)CSc1nnc(-c2ccccc2)o1	2%	-1%	2%	13%	1%	-2%	-6%
COc1ccc(N2CCN(C(CNC(=O)C(=O)NCc3ccc(F)cc3)c3cccnc3)CC2)cc1 (configuration not stated)	-4%	-22%	3%	33%[activator]	1%	26%	-14%
Cc1cccc(NC(=O)C2CCCN(S(=O)(=O)c3ccc(Br)s3)C2)c1 (configuration not stated)	-1%	-26%	-9%	?	-1%	10%	-3%
O=S(=O)(NCCS(=O)(=O)N1CCN(c2ccccc2F)CC1)c1ccc(Cl)cc1	-1%	-12%	4%	-6%	-2%	-6%	-18%
Cn1c(=O)[nH]c(=O)c2c1nc(N1CCOCC1)n2Cc1ccccc1	2%	-3%	3%	-1%	0%	3%	-8%
Cc1ccc(CN2CCC(CNC(=O)c3cnn(-c4ccccc4)c3C3CCN(C(=O)OC(C)(C)C)CC3)CC2)cc1	-5%	-1%	-2%	?	-1%	3%	?
COc1cccc(C(=O)NCCc2csc(-c3ccc(Cl)cc3)n2)c1	1%	?	1%	?	-1%	-5%	0%
Cc1cccc2sc(N(Cc3cccnc3)C(=O)CCS(=O)(=O)c3ccccc3)nc12	2%	-8%	6%	13µM*	-3%	?	0%
Cc1nn2c(C)c(C(=O)N3CCN(c4ccccc4)CC3)cnc2c1-c1ccccc1	1%	-7%	-2%	-10%	-1%	-9%	19%
Cc1cc2c(n1-c1ccc(C(=O)NCCc3ccc(Cl)cc3)cc1)CCCC2	5%	-15%	2%	-14%	?	-6%	0%
Cc1cc(C)c(Cn2c3ccccc3c3cnn(CC(=O)NCc4ccccn4)c(=O)c32)c(C)c1	-1%	-5%	-4%	-14%	-3%	1%	-2%
CCOC(=O)c1cccnc1SCC(=O)Nc1ccc(C)cc1C	-2%	3%	3%	9%	4%	-9%	0%

Pulled one by one from the entries so far, 5 records:
SMILES	TSG101-PTAP inh	FH mod	GALK inhibitor	p53null 39C tox	B2AR arrestin ag	p53null 32C tox	NTMT1 inhibitor
Cc1nn2c(C)c(C(=O)N3CCN(c4ccccc4)CC3)cnc2c1-c1ccccc1	1%	-7%	-2%	-10%	-1%	-9%	19%
Cn1c(=O)[nH]c(=O)c2c1nc(N1CCOCC1)n2Cc1ccccc1	2%	-3%	3%	-1%	0%	3%	-8%
CCOC(=O)c1cccnc1SCC(=O)Nc1ccc(C)cc1C	-2%	3%	3%	9%	4%	-9%	0%
Cc1cccc2sc(N(Cc3cccnc3)C(=O)CCS(=O)(=O)c3ccccc3)nc12	2%	-8%	6%	13µM*	-3%	?	0%
Cc1ccc(CN2CCC(CNC(=O)c3cnn(-c4ccccc4)c3C3CCN(C(=O)OC(C)(C)C)CC3)CC2)cc1	-5%	-1%	-2%	?	-1%	3%	?

Next entries:
SMILES	TSG101-PTAP inh	FH mod	GALK inhibitor	p53null 39C tox	B2AR arrestin ag	p53null 32C tox	NTMT1 inhibitor
Cc1cccc(N2CCN(C(=O)c3c(C)oc4nc(C)nc(N5CCCC5)c34)CC2C)c1 (configuration not stated)	-10%	-4%	1%	-30%	0%	11%	2%
COc1cccc(-c2nc(S(=O)(=O)c3ccc(C)cc3)c(NCc3ccccc3)o2)c1	-2%	-25%	0%	13%	0%	15%	6%
CCOC(=O)C1CCN(S(=O)(=O)c2csc(C(N)=O)c2)CC1	-10%	0%	?	-15%	1%	-6%	3%
CCCCn1c(=O)c2oc3ccccc3c2n(Cc2ccc(OC)cc2)c1=O	4%	3%	5%	0%	2%	-3%	-3%
COc1ccc(C)cc1-n1c(-c2ccc(Cl)cc2)cc2c1CC(C)(C)CC2=O	-2%	0%	0%	2%	1%	-1%	12%
CCc1cccc(C)c1NC(=O)CC1Oc2ccc(C)cc2NC1=O (configuration not stated)	-1%	-10%	5%	-6%	0%	5%	-7%
CCOc1cc(/C=C(\C#N)C(=O)Nc2ccccc2C)ccc1OCc1cc(=O)n2nc(CC)sc2n1	1%	-13%	6%	-8%	0%	6%	16%
Cc1ccc(NC(=O)C2CCCN(S(=O)(=O)c3ccc4[nH]c(=O)ccc4c3)C2)cc1C (configuration not stated)	2%	-4%	-7%	-17%	0%	-5%	12%
O=c1c2cccnc2n(Cc2cccc(F)c2)c(=O)n1Cc1ccc(F)cc1	3%	-10%	2%	7%	0%	-1%	9%
CCN1CCN(CCCNC(=O)c2cnn(-c3ccc(OC)cc3)c2C2CCN(C(=O)OC(C)(C)C)CC2)CC1	-6%	1%	-1%	-12%	1%	3%	5%
O=S(=O)(c1ccc(Br)cc1)c1nnn2c1nc(NCc1cccs1)c1sccc12	2%	-5%	0%	-23%	1%	-2%	19%
Cc1ccccc1Nc1c(-c2c[nH]c3ccccc23)nc2ccccn12	-2%	-11%	-9%	-11%	1%	-5%	1%
Cc1cccc(CNC(=O)c2ccc3c(c2)N(C)CCS3)c1	-3%	-6%	0%	-12%	1%	4%	?
CCOc1ccc(NC(=O)CN2CCCN(Cc3cc(C)ccc3C)S2(=O)=O)cc1	31%[activator]	-13%	-3%	-3%	-2%	17%	13%
O=C(CSCc1cnn(-c2ccccc2)c1-n1cccc1)NCc1ccc(Cl)cc1	-2%	-23%	-1%	-13%	-3%	-11%	13%
Nc1nc(SCC(=O)Nc2cccc(C(F)(F)F)c2)n[nH]1	-2%	-3%	-2%	5%	-2%	5%	16%
Cc1oc2ncn(CC(C)C)c(=O)c2c1C(=O)Nc1cccc(C(F)(F)F)c1	2%	1%	0%	-21%	1%	12%	9%
Cc1cccc(-c2noc(CN(C(=O)c3ccccc3Cl)C(C)C)n2)c1	-6%	-13%	-1%	4%	0%	14%	-7%
CCn1c2ccccc2c2nnc(SCCN3CCCCC3)nc21	-3%	-15%	4%	-16%	0%	-5%	-9%
COc1cccc(NC(=O)N(Cc2cn(C)c3ccccc23)C2CCCCC2)c1	-3%	-4%	6%	?	0%	-1%	-16%
Cc1ccc(NC(=O)CSc2nc3ncccc3[nH]2)cc1F	-1%	-23%	2%	-10%	0%	-7%	-3%
CCCNC(=O)C1CCC(Cn2c(=O)c3sccc3n(Cc3cccc(OC)c3)c2=O)CC1 (configuration not stated)	-3%	-6%	-1%	-3%	2%	16%	4%
Cc1nnc(N2CCN(c3cccc(C(F)(F)F)c3)CC2)c2c1nnn2Cc1ccccc1	0%	-17%	0%	20%	0%	5%	-4%
N#C/C(=C\c1ccc(-c2ccc(Cl)c(C(=O)O)c2)o1)c1nc2ccccc2[nH]1	32%[activator]	40µM*	0%	-24%	1%	?	?
COC(=O)c1cc2sccc2n1Cc1ccccc1	-3%	-6%	0%	-4%	0%	0%	-3%
Cc1cccc(-n2c(=O)c3c(c4cc(C)ccc4n3C)n(CC(=O)Nc3ccc(C)cc3C)c2=O)c1	-1%	-36%	-1%	0%	0%	-1%	-16%
COc1ccc(NC(=O)Cn2c(=O)n(CCc3ccccc3)c(=O)c3sc4ccccc4c32)cc1	-1%	-1%	8%	-4%	0%	-1%	4%
O=C(Nc1ccc(Br)cc1F)C(NS(=O)(=O)c1cccc2nsnc12)c1ccccc1 (configuration not stated)	-4%	?	7%	0%	1%	7%	6%
Cc1nc2nncn2c(NCc2ccc(F)cc2)c1C	2%	-1%	6%	-1%	-2%	-1%	-1%
O=S(=O)(NCc1nc2cccnc2n1Cc1ccccc1Cl)c1ccc(F)c(Cl)c1	-4%	4%	1%	13%	0%	14%	12%
COc1ccc(N(C(=O)Cn2nnc3ccccc32)C(C(=O)NCc2ccccc2)c2ccc(F)cc2)cc1 (configuration not stated)	2%	8%	-1%	-7%	-2%	-13%	-18%
COc1ccc(CC(=O)Nc2sc3c(c2C(=O)Nc2cccc(Cl)c2)CCCCC3)cc1	5%	?	0%	-3%	0%	-4%	19%
CCCCc1ccc(Nc2cc(C)nc(-n3nc(C)cc3C)n2)cc1	-2%	?	-1%	13µM*	-1%	16%	?
COc1ccc(/C=C(\C#N)c2nc3ccccc3c(=O)[nH]2)cc1OC	-9%	0%	0%	1%	0%	-4%	-4%
Cc1ccc(Cl)cc1N1CCN(C(=O)Cn2ncc3c([nH]c4ccccc43)c2=O)CC1	-3%	6%	-1%	-6%	0%	-5%	1%
Cc1ccc(NC(=O)c2c(C)nn(-c3ccccc3)c2-n2cccc2)c(Cl)c1	-9%	0%	1%	-20%	-3%	6%	?
COc1ccc(CCNCc2c(C(=O)O)c(C)n(Cc3c(F)cccc3Cl)c2C)cc1OC	-4%	-1%	1%	-6%	0%	1%	-5%
O=C(c1ccco1)N(Cc1cccnc1)c1nc2c(F)cc(F)cc2s1	0%	-1%	0%	-1%	-3%	-10%	?
COc1ccc(Cl)cc1NS(=O)(=O)c1cc(Br)cc2c1N(C(=O)C1CC1)CC2	-2%	-9%	-6%	0%	-2%	0%	4%
CCCNC(=O)c1cnc2sc(N3CCCCC3)nn2c1=O	-6%	/	2%	-6%	-1%	0%	/
CCC(C)NC(=O)c1cc2cc(S(=O)(=O)N3CCCCC3)ccc2n1C (configuration not stated)	-2%	1%	0%	-12%	0%	-2%	4%

Source: PubChem
